Rac1 mut GTP: GTP binding modulators of activated mutant Rac1, primary screen, biochemical, bead-based flow cytometry, multiplex, fluorescent GTP; GST-Rac1 activated beads; actives lie on both sides; 100% means binding = to untreated wells; percent activity (GTP binding), % at 10 µM; hit rate 0.11% among 190,000; AID 764, 2007;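 active = GTP binding at least 20 percentage points away from the 100% baseline, in either direction, so actives lie on both sides; inconclusive = Compound likely fluorescent itself, or too few beads counted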
Bim-Bfl-1: inhibitors of Bim binding to Bfl-1, primary screen, biochemical, multiplexed, bead-based flow cytometry. Bcl-2-related protein A1 (Homo sapiens), Q16548. Bim-Bfl-1 binding inhibition. inhibition, % at 10 µM. hit rate 0.12% among 190,000. AID 1008, 2008;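 also: 0% = wells without compound plus tracer and 100% = blocker peptide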
Bim-Bcl-2: inhibitors of Bim-Bcl-2 binding, primary screen, biochemical, multiplexed, human Bcl-2 family; Apoptosis regulator Bcl-2 (Homo sapiens), P10415; Bead-based flow cytometry, Bim peptide-Bcl-2 binding; inhibition, % at 10 µM; hit rate 0.06% among 190,000; in the data active = inhibition above about 40%; inconclusive = no clear call, values can overlap the other calls;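 also: 0% = no compound wells with probe peptide and 100% = reference peptide inhibitor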
Target sequence (P10415 whole entry, looked up): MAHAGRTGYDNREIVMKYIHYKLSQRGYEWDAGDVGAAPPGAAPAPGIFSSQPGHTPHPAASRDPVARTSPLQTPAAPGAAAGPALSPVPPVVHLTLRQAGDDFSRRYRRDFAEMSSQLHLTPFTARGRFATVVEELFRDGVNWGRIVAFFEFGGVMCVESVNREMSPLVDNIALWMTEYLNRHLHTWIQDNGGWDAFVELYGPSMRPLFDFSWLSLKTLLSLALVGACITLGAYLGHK
Bim-Bcl-W: inhibitors of Bim binding to Bcl-W, primary screen, biochemical, multiplexed, bead-based flow cytometry; Bim peptide-Bcl-W binding; hit rate 0.02% among 190,000; inhibition, % at 10 µM; Bcl-2-like protein 2 (Homo sapiens), Q92843; AID 952, 2007;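 also: 0% = bound tracer without compound and 100% = peptide blocker; higher means less fluorescent Bim peptide bound to Bcl-W beads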
Target sequence (Q92843 whole entry, looked up): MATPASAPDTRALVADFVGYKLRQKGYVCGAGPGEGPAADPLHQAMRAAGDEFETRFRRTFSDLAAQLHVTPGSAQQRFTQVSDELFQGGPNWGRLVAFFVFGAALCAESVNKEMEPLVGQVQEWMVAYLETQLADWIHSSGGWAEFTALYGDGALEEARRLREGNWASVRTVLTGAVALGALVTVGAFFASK
Bcl-B Bim block: inhibitors of Bim-Bcl-B binding, primary screen, biochemical, multiplexed, human Bcl-2 family; Bcl-2-like protein 10 (Homo sapiens), Q9HD36; bead-based flow cytometry, Bim peptide-Bcl-B binding; inhibition, % at 10 µM; hit rate 0.073% among 190,000; AID 951, 2007;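 also: 0% = tracer peptide without compound and 100% = reference inhibitor peptide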
Cdc42 wt: modulators of GTP binding to wildtype Cdc42, primary screen, biochemical, multiplex bead flow cytometry, Bodipy-GTP; Cell division control protein 42 homolog (Homo sapiens), P60953; GST-Cdc42 beads; actives lie on both sides; percent activity (GTP binding), % at 10 µM; hit rate 0.2% among 190,000;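 active = percent activity GTP binding at least 20 points away from the 100% baseline, either down as inhibitor or up as activator; inconclusive = compound flagged as likely green fluorescent from well-wide comparison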;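 also: median bead fluorescence of bound Bodipy-FL-GTP at 100 nM; 0% = excess unlabeled GTP control and 100% = no compound control; below 100% means less GTP binding so inhibitor and above means activator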
Target sequence (P60953 whole entry, looked up): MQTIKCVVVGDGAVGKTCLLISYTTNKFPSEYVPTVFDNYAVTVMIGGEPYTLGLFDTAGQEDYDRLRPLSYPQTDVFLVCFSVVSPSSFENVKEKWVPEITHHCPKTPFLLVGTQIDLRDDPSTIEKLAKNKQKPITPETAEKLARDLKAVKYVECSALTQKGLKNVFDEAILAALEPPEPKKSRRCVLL
HRas wt GTP: modulators of GTP binding to HRas wildtype, primary screen, biochemical, bead-based flow cytometry, multiplex; hit rate 0.14% among 190,000; GTP binding activity, % at 10 µM; GST-Ras wt beads, Bodipy-FL-GTP binding; actives lie on both sides; AID 759, 2007;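 active = GTP binding activity at least 20% away from the 100% baseline, either lowered as inhibitor or raised as activator; inconclusive = flagged as likely green fluorescent, judged across all proteins in the well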;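 also: 0% = unlabeled GTP competition control and 100% = no-compound control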
Target sequence (P01112 whole entry, looked up): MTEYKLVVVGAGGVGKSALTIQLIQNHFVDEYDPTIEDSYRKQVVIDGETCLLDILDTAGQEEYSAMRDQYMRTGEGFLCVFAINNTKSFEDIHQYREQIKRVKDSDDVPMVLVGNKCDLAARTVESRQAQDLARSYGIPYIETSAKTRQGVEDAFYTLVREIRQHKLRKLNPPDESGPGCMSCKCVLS
Rab2A wt mod: modulators of GTP binding to Rab2A wildtype, primary screen, biochemical, dog, bead-based flow cytometry, multiplex. Ras-related protein Rab-2A (Canis lupus familiaris), P61105. GST-Rab2 wt beads, Bodipy-GTP binding. GTP binding activity, % at 10 µM. hit rate 0.19% among 190,000. AID 760, 2007;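 active = GTP binding activity at least 20 points away from 100%, either lowered or raised; inconclusive = signal likely due to the compound's own green fluorescence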;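 also: 0% = beads with excess unlabeled GTP and 100% = no-compound control corrected for plate trend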
Rac1 wt GTP bind: wildtype Rac1 GTP binding modulators, primary screen, biochemical, GST-Rac1 beads, flow cytometry, multiplex | Ras-related C3 botulinum toxin substrate 1 (Homo sapiens), P63000 | fluorescent GTP binding; actives lie on both sides; 0 = cold GTP competed, 100 = untreated | GTP binding activity (% of control), % at 10 µM | hit rate 0.27% among 190,000;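 active = GTP binding activity at least 20 points away from the 100% control level, either lower or higher; inconclusive = compound flagged as likely green fluorescent, judged across all proteins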
Bcl-XL Bim block: inhibitors of Bim-Bcl-XL binding, primary screen, biochemical, multiplexed, bead flow cytometry, human Bcl-XL; inhibition, % at 10 µM; Bcl-2-like protein 1 (Homo sapiens), Q07817; hit rate 0.04% among 190,000; Bim peptide-Bcl-XL binding, fluorescence
Target sequence (Q07817 whole entry, looked up): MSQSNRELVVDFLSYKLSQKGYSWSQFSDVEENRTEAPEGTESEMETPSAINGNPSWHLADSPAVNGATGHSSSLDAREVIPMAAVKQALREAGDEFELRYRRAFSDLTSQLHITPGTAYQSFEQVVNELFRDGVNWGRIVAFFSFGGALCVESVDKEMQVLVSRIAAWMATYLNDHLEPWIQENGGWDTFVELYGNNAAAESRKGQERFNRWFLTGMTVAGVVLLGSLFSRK
Rab7 wt modul: modulators of GTP binding to Rab7, primary screen, biochemical, wildtype, multiplex bead flow cytometry; hit rate 0.055% among 190,000; GST-Rab7 beads, fluorescent GTP binding; actives lie on both sides; untreated = 100%, excess cold GTP = 0%; Rab7 GTPase wild type (dog), Bodipy-FL-GTP binding; GTP binding activity (percent of control), % at 10 µM;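 active = fluorescent GTP binding to Rab7 beads changed by at least 20 points from the 100% baseline, either direction, mostly lower; inconclusive = compound itself probably fluorescent, or too few beads counted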;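 also: median green fluorescence of bound Bodipy-FL-GTP per Rab7 bead population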
* = called active by the depositor; u = inconclusive. Rule as the data show it, unless noted: active = inhibition above about 40%.

SMILES	Rac1 mut GTP	Bim-Bfl-1	Bim-Bcl-2	Bim-Bcl-W	Bcl-B Bim block	Cdc42 wt	HRas wt GTP	Rab2A wt mod	Rac1 wt GTP bind	Bcl-XL Bim block	Rab7 wt modul
Cc1n[nH]c(=O)nc1NCc1ccco1	97.0	-10.0	-7.0	2.0	-6.0	100.0	98.0	98.0	103.0	-8.0	97.0
CC(=O)OCC1=C(C(=O)O)N2C(=O)C(NC(=O)CCn3nc(C(F)(F)F)c(Br)c3C3CC3)C2SC1 (stereo not given)	93.0	0.0	0.0	3.0	-10.0	94.0	93.0	92.0	95.0	-3.0	96.0
Cc1nnc(NC(=O)CSc2nc(C(C)C)nc3ccccc23)s1	96.0	-9.0	-4.0	1.0	-3.0	97.0	98.0	98.0	99.0	0.0	95.0
O=c1c2[nH]c3ccc(F)cc3c2ncn1CCN1CCOCC1	96.0	-5.0	-6.0	-7.0	-9.0	99.0	97.0	96.0	99.0	-6.0	98.0
O=C1CCCC/C1=C/Nc1ccc(C(=O)O)cc1	100.0	0.0	-2.0	0.0	0.0	105.0	103.0	100.0	106.0	-3.0	98.0
CC(=O)Nc1cccc(-c2csc(N)n2)c1	96.0	-3.0	-2.0	0.0	-6.0	99.0	98.0	99.0	97.0	2.0	102.0
O=C1CC(c2ccccc2)CC(O)=C1C=NCc1ccco1 (stereo not given)	u	-12.0	-7.0	-1.0	-8.0	u	u	u	u	-6.0	u
CC(NC(=O)c1ccc2c(c1)OCO2)C(c1cccs1)N1CCOCC1 (stereo not given)	100.0	-2.0	-4.0	-1.0	-6.0	103.0	101.0	102.0	104.0	-5.0	101.0
O=C1/C(=C\c2cccnc2)CN(Cc2ccccc2)C/C1=C\c1cccnc1	99.0	-6.0	-11.0	-6.0	-10.0	97.0	93.0	93.0	99.0	-5.0	95.0
Cc1ccc(OCc2nnc(SC(C)C(=O)O)n2Cc2ccccc2)cc1 (stereo not given)	94.0	6.0	-4.0	8.0	0.0	94.0	94.0	93.0	95.0	1.0	94.0
CC(=O)Nc1ccc(NC(=O)c2ccccc2S(=O)(=O)c2ccccc2[N+](=O)[O-])cc1	98.0	-11.0	-7.0	0.0	-1.0	98.0	99.0	101.0	102.0	1.0	99.0
Cn1nnnc1SCC(=O)NCCc1ccc(Cl)cc1	100.0	-2.0	0.0	-1.0	-5.0	99.0	98.0	100.0	99.0	3.0	100.0
CNC(=O)c1cc2ncc(C(F)(F)F)cc2s1	96.0	-4.0	-2.0	1.0	0.0	96.0	93.0	95.0	95.0	0.0	97.0
C/C(=N\NC(=S)Nc1ccc(C)cc1)c1cccc(N)c1	90.0	0.0	0.0	3.0	-3.0	91.0	92.0	92.0	95.0	-2.0	90.0
O=[N+]([O-])c1ccc(/C=N/Nc2nc(-c3ccccc3)c3cc(Br)ccc3n2)o1	99.0	0.0	2.0	0.0	1.0	105.0	106.0	101.0	106.0	3.0	105.0
O=C(CCCN1C(=O)c2ccccc2C1=O)N1CCC(c2ccccc2)C1 (stereo not given)	95.0	0.0	-1.0	-2.0	0.0	98.0	97.0	100.0	99.0	0.0	101.0
COc1ccc(C2N=C(Nc3ccc(C)cc3)Nc3nc(C)cc(=O)n32)cc1 (stereo not given)	100.0	-8.0	-4.0	0.0	-6.0	103.0	101.0	100.0	102.0	-1.0	100.0
O=c1c2ccccc2nc2ccccn12	95.0	-1.0	0.0	1.0	-1.0	96.0	95.0	97.0	99.0	0.0	102.0
Cc1cccc(CSCCNC(=O)CCSc2ccccc2)c1	99.0	-1.0	-4.0	-6.0	-9.0	102.0	99.0	98.0	107.0	-3.0	97.0
COc1cccc(OCC(=O)NNC(=S)Nc2ccc(Cl)cc2Cl)c1	84.0	0.0	-3.0	-2.0	-12.0	85.0	93.0	93.0	92.0	-5.0	103.0
CCOC(=O)c1ccccc1NC1c2ccccc2C(=O)N1c1cc(C)ccn1 (stereo not given)	99.0	-8.0	-5.0	2.0	-5.0	102.0	104.0	103.0	107.0	0.0	104.0
C(=N\Nc1nc(Nc2ccccc2)nc(N2CCCCC2)n1)/c1ccco1	98.0	-1.0	-1.0	2.0	-4.0	99.0	103.0	101.0	103.0	-1.0	105.0
CCOc1ccc(CCNC(=O)CSc2cc(=O)n(C)c3cc(Cl)ccc23)cc1OCC	97.0	-5.0	-1.0	-5.0	-7.0	99.0	99.0	99.0	100.0	0.0	100.0
CCC(=O)Nc1ccc(Oc2ccc3c(c2)C(=O)NC3=O)cc1	98.0	-19.0	-14.0	-1.0	-9.0	102.0	100.0	99.0	100.0	-6.0	95.0
CN(C)c1nc(Nc2ccc(Cl)cc2)nc(OCC#N)n1	99.0	-9.0	-1.0	2.0	-4.0	99.0	101.0	99.0	102.0	-4.0	103.0
Cc1nc2cc(-c3cccs3)[nH]n2c(=O)c1C	94.0	-2.0	2.0	0.0	-1.0	97.0	97.0	95.0	97.0	-3.0	96.0
Cc1ccc(-n2c(-c3ccco3)n[nH]c2=S)cc1	u	-2.0	-4.0	0.0	-19.0	u	u	u	u	-2.0	u
O=C(NC(=S)NCCCN1CCOCC1)c1ccc([N+](=O)[O-])cc1	99.0	0.0	-2.0	-3.0	-4.0	101.0	101.0	101.0	103.0	-6.0	100.0
CC1=CC(C)(C)N(C(=O)CNC2CCCCC2)c2cc(C)ccc21	98.0	-1.0	1.0	3.0	0.0	101.0	95.0	99.0	104.0	0.0	97.0
Cc1cc(C)cc(C(=O)NCC(=O)OCC(=O)c2cc(C)n(CC(F)(F)F)c2C)c1	99.0	0.0	-1.0	-1.0	-5.0	99.0	95.0	95.0	101.0	-7.0	95.0
CCN(CC)S(=O)(=O)c1ccc(NC(=O)COC(=O)CN2C(=O)c3ccccc3C2=O)cc1	101.0	2.0	4.0	9.0	-4.0	103.0	98.0	98.0	102.0	2.0	94.0
CCOC(=O)Cn1c2c(c(=N)c3ccccc31)CCC2	99.0	-3.0	-7.0	5.0	-2.0	104.0	102.0	101.0	105.0	2.0	103.0
Cc1cc(C2C(C#N)=C(N)Oc3n[nH]c(C)c32)c(C)s1 (stereo not given)	98.0	-3.0	-1.0	-3.0	-1.0	101.0	100.0	100.0	99.0	-3.0	99.0
c1ccc2c(c1)[nH]c1c(N3CCOCC3)ncnc12	u	0.0	0.0	-3.0	2.0	u	u	u	u	0.0	u
COC(=O)c1cc(NC(=O)C2CC=CCC2C(=O)O)cc(C(=O)OC)c1 (stereo not given)	99.0	-1.0	0.0	-1.0	0.0	100.0	101.0	101.0	101.0	1.0	102.0
CCOC(=O)c1nc(N2CCN(C(=O)OCC)CC2)c2c3c(sc2n1)CCCC3	97.0	0.0	0.0	1.0	-1.0	99.0	98.0	98.0	98.0	0.0	98.0
O=C1CC(N2CCN(c3ccccc3)CC2)C(=O)N1Cc1ccc(Cl)cc1 (stereo not given)	94.0	-5.0	-2.0	-2.0	-3.0	96.0	97.0	100.0	98.0	-4.0	103.0
CCN1CCN(S(=O)(=O)c2cccc3nsnc23)CC1	102.0	-8.0	-5.0	2.0	-5.0	110.0	105.0	105.0	111.0	0.0	103.0
CCc1cccc(CC)c1NC(=S)NCCc1ccc(O)c(O)c1	93.0	0.0	-2.0	0.0	-10.0	95.0	99.0	99.0	97.0	-2.0	106.0
C=C(C)CSC1=C(C#N)C(c2ccsc2)CC(=O)N1 (stereo not given)	101.0	-5.0	-7.0	0.0	-7.0	107.0	103.0	102.0	105.0	5.0	101.0

Arranged by value in HRas wt GTP (largest number first): some entries from above
mol,HRas wt GTP
CCOc1ccc(CCNC(=O)CSc2cc(=O)n(C)c3cc(Cl)ccc23)cc1OCC,99.0
O=C1CC(N2CCN(c3ccccc3)CC2)C(=O)N1Cc1ccc(Cl)cc1 (stereo not given),97.0
Cc1cc(C)cc(C(=O)NCC(=O)OCC(=O)c2cc(C)n(CC(F)(F)F)c2C)c1,95.0

The list goes on.
SMILES	Rac1 mut GTP	Bim-Bfl-1	Bim-Bcl-2	Bim-Bcl-W	Bcl-B Bim block	Cdc42 wt	HRas wt GTP	Rab2A wt mod	Rac1 wt GTP bind	Bcl-XL Bim block	Rab7 wt modul
CC(C)C(NC(=S)Nc1ccccc1)C(=O)O (stereo not given)	100.0	-1.0	-5.0	-5.0	-9.0	101.0	104.0	103.0	101.0	-6.0	105.0
CC(C)CC(OC(=O)c1ccco1)C(=O)NC1CCCCC1 (stereo not given)	99.0	-2.0	2.0	-2.0	0.0	102.0	100.0	100.0	102.0	2.0	99.0
O=C1CC(c2ccco2)Cc2nc(Nc3nc(-c4ccccc4)c4ccccc4n3)ncc21 (stereo not given)	97.0	7.0	-1.0	-1.0	0.0	99.0	100.0	95.0	98.0	-5.0	96.0
C/C(CC(=O)NC12CC3CC(CC(C3)C1)C2)=N\NC(=O)Cc1cccs1	100.0	-4.0	1.0	0.0	0.0	96.0	98.0	99.0	97.0	1.0	95.0
CCN(CC)c1ccc(NC(=O)c2ccco2)c(C)c1	95.0	0.0	2.0	-3.0	-1.0	96.0	96.0	96.0	92.0	-4.0	93.0
CCC(c1nnnn1Cc1ccco1)N1CCN(C(=O)c2ccco2)CC1 (stereo not given)	98.0	-11.0	-6.0	2.0	-6.0	100.0	100.0	99.0	101.0	0.0	96.0
Cc1ccc(-c2cc(C(=O)Nc3c(C#N)cnn3C)no2)cc1	96.0	-13.0	-3.0	1.0	-6.0	93.0	95.0	97.0	100.0	-2.0	98.0
CCc1nc2c(n1O)CCc1nonc1-2	102.0	-7.0	0.0	-5.0	-8.0	103.0	101.0	103.0	106.0	-5.0	101.0
CN(C)c1nc(C=C(C#N)C#N)c(Cl)n1-c1ccc(F)cc1	94.0	0.0	0.0	1.0	-4.0	96.0	97.0	96.0	98.0	-1.0	101.0
Cc1ccc2nc(-c3ccc(NC(=S)NC4CC(C)(C)NC(C)(C)C4)cc3)sc2c1	98.0	19.0	14.0	4.0	-19.0	98.0	96.0	97.0	100.0	3.0	94.0
CCOc1ccccc1N1CCN(Cc2cccc(OC)c2O)CC1	95.0	-6.0	-6.0	0.0	-8.0	97.0	95.0	97.0	94.0	2.0	94.0

Screening results as filed in PubChem.
